# Assay outcomes deposited in PubChem by several laboratories.
# NOD2-RIPK2 inh = NOD2-RIPK2 protein interaction inhibition. O43353. CHO BLA complementation NOD2-RIPK2, CCF4 ratio. inhibition, % at 4.98 µM. 360,000 compounds, 0.38% hits. AID 624267; in the data active means inhibition above about 21%;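 further: 0% = vehicle only and 100% = reference blocker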
# LRH-1 inv ag = suppresses constitutive activity of human LRH-1; HEK293T StAR-luciferase reporter, LRH-1 transfected, 24 h; inhibition, % at 3.6 µM; 360,000 compounds, 0.13% hits;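 active means inhibition above the mean inhibition of all tested compounds plus 3 SD, cut at about 73% in these data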;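 further: 0% = DMSO wells and 100% = reporter-only cells lacking LRH-1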
# MC4R antag cAMP = human MC4R antagonism in cAMP assay | P32245 | MC4R-expressing cells, MTII-stimulated cAMP, LANCE TR-FRET | inhibition, % at 6.5 µM | 360,000 compounds, 0.48% hits;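 active means inhibition above its plate's cutoff, the mean of tested wells on that plate plus 3 SD, cut at about 29% in these data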;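 further: 0% = Melanotan II alone and 100% = Melanotan II plus saturating MCL0020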
#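 System: U2OS-MC4R stable cell line; Technique: Eu-cAMP/anti-cAMP TR-FRET, emission 671 nm; Repeats: single well per compound; Also added: Melanotan II; Dosing: one concentration, 6.5 µM nominal; Schedule: 30-min compound, 1-h challenge, 1-h detection, room temperature.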
# NR2F2 inh = blocks human COUP-TFII nuclear receptor; AID 686940; 370,000 compounds, 0.7% hits; inhibition, % at 8.6 µM; HEK293T NGFI-A luciferase reporter, luminescence;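 active means inhibition above a per-plate cutoff, mean inhibition of test wells between control levels plus 3 SD, cut at about 38% in these data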;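 further: cells cotransfected with COUP-TFII expression vector driving the NGFI-A reporter; 0% = median of COUP-TF2 test wells and 100% = reporter-only cells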
# TLR9-MyD88 inh = TLR9-MyD88 interaction inhibition | AID 504734 | 340,000 compounds, 0.21% hits | inhibition, % at 4.98 µM | Q9NR96+Q99836 | CHO BLA complementation TLR9-MyD88, CCF4 FRET ratio;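 active means inhibition above the mean over all tested compounds plus 3 SD, cut at about 21% in these data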;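 further: 0% = DMSO only wells and 100% = clavulanate BLA inhibitor control wells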
# SRC2 inh = inhibits human steroid receptor coactivator 2; HEK293 GAL4-SRC2 luciferase reporter, luminescence; inhibition, % at 9 µM; Q15596; 370,000 compounds, 0.17% hits; AID 651957;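 active means inhibition above the mean inhibition of all tested compounds plus 3 SD, set per campaign, cut at about 52% in these data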;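 further: 0% = DMSO treated cells and 100% = cells given Gossypol at 36 µM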
# SRC3 inh = human NCOA3 inhibition. Q9Y6Q9. HEK293 GAL4-SRC3 luciferase reporter, luminescence. inhibition, % at 3.6 µM. 360,000 compounds, 0.17% hits;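 active means inhibition above a per-campaign cutoff, the mean of all compounds plus 3 SD, cut at about 60% in these data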;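 further: 0% = DMSO-treated cells and 100% = gossypol-treated cells at 36 µM; higher means less SRC3-driven luciferase light from the GAL4 reporter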
# NCOA1 inh = human NCOA1 inhibition. 360,000 compounds, 0.12% hits. AID 588354. HEK293 GAL4-SRC1 luciferase reporter, luminescence. inhibition, % at 3.6 µM;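 active means inhibition above the campaign mean plus 3 SD, with each screening campaign given its own cutoff, cut at about 60% in these data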;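 further: 0% = DMSO treated cells and 100% = gossypol at 36 µM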
# ABHD5 PLIN5 PPI = blocks binding of human ABHD5 to perilipin-5; Split G. princeps luciferase complementation, luminescence, 4 h; Q00G26+Q8WTS1; AID 602281; inhibition, % at 4 µM; 360,000 compounds, 0.78% hits;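 active means inhibition above the mean inhibition across every tested compound plus 3 SD, cut at about 22% in these data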;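 further: 0% = DMSO only wells and the 100% control is not disclosed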
# Target sequence (Q00G26 whole entry, looked up): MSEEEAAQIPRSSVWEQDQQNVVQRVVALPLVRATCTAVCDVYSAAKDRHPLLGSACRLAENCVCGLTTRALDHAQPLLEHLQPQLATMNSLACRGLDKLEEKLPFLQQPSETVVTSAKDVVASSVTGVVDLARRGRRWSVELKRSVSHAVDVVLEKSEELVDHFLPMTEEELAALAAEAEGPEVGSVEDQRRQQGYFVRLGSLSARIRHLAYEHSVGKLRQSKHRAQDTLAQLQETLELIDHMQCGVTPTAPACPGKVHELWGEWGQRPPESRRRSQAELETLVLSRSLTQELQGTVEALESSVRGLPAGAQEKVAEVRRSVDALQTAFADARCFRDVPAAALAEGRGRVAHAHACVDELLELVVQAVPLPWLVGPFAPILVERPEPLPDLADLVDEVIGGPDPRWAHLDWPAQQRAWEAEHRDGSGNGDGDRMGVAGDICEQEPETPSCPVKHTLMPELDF
# Target sequence (Q8WTS1 whole entry, looked up): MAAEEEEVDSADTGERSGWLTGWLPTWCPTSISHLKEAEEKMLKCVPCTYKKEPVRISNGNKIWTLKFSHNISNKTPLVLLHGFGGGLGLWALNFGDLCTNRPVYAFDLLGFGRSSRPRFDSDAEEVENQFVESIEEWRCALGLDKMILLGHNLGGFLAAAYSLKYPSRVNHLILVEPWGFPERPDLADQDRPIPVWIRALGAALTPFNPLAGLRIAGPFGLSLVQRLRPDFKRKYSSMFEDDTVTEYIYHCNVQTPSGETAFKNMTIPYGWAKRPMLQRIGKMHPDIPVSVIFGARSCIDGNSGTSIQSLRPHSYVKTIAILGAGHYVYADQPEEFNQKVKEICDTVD
# LMP1 NFkB inh = reduces LMP1-driven NF-kappaB luciferase signal; LMP1-induced NF-kappaB luciferase reporter cells, luminescence; inhibition, % at 12.5 µM; 350,000 compounds, 0.69% hits; in the data active means inhibition above about 41%;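 further: 0% = neutral control wells and 100% = reference inhibitor control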
# MC4R ag barr = agonists of human melanocortin 4 receptor (MC4R) beta-arrestin | P32245 | U2OS MC4R beta-arrestin complementation, luminescence; percent of melanotan II response, DMSO zero | activation, % at 8.9 µM | 360,000 compounds, 0.98% hits | AID 540308;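 active means activation above a per-plate cutoff, the mean activation of sample wells on that plate plus 3 SD, cut at about 8% in these data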
# * hit, by the source's call; . = not tested or not shown. Only part of the results is shown; the hit share may differ from the screen's.
SMILES,NOD2-RIPK2 inh,LRH-1 inv ag,MC4R antag cAMP,NR2F2 inh,TLR9-MyD88 inh,SRC2 inh,SRC3 inh,NCOA1 inh,ABHD5 PLIN5 PPI,LMP1 NFkB inh,MC4R ag barr
O=C(COC(=O)c1cccc(Cl)c1Cl)NCCN1C(=O)CSC1=O,-9.9,-0.1,7.9,4.9,-2.4,-35.0,1.5,-2.5,-3.5,-4.8,-0.8
Cc1ccc(-n2c3c(cc(C(=O)O)c2=O)C(=O)CC(C)(C)C3)cc1,-8.5,14.8,0.1,-5.9,-2.1,14.8,-1.6,-6.9,-2.4,0.1,-1.1
CCc1nc2c(OCc3ccc(OC)cc3)cccn2c1N(C)C(=O)c1ccc(OC)cc1,4.4,-7.8,-2.4,4.0,.,-2.0,-11.4,10.2,4.5,.,-2.8
O=c1c2c3c(sc2nc2n1CCCC2)CCC3,-5.4,-28.9,5.2,2.0,4.1,5.2,-3.6,-6.9,13.0,-5.5,-1.6
Cc1[nH]c2ccc(Br)cc2c(=O)c1CN1CCCCC1,-0.2,8.1,4.3,2.7,-0.3,4.8,12.5,-0.4,8.0,-3.7,2.1
COc1ccccc1CCNC(=O)CN1C(=O)c2ccccc2S1(=O)=O,-0.3,1.7,11.6,1.3,2.2,3.9,-35.5,1.2,7.3,1.5,-0.8
COc1ccc(C(CNC(=O)CNC(=O)c2cc(OC)c(OC)c(OC)c2)N2CCOCC2)cc1 (stereo not given),-1.1,9.8,-1.6,-15.8,-6.4,-10.2,10.3,-1.5,-1.5,-4.0,-4.7
c1ccc(N=Nc2cn[nH]c2-c2ccco2)cc1,9.2,-14.2,-8.3,-14.3,4.9,17.2,0.5,-6.4,-2.0,-4.5,0.0
C=CCN(C(=O)C1=NN(C2CCS(=O)(=O)C2)C(=O)CC1)c1nc(-c2ccc([N+](=O)[O-])cc2)cs1 (stereo not given),12.3,-51.8,-7.3,-24.6,5.2,-57.4,-37.5,-56.1,6.2,-36.1,1.7
COc1cccc(-c2ccc(C#N)c(=O)[nH]2)c1,6.1,-1.1,8.8,9.8,-8.1,-21.0,7.6,2.4,-0.3,1.2,-2.3
CCOC(=O)CSc1ccc(-c2nc3ccccc3[nH]2)cn1,-9.0,0.1,-3.4,-4.3,14.6,18.3,-2.0,-0.8,0.4,-1.9,-0.6
O=C(c1ccc(S(=O)(=O)N2CCOCC2)cc1)N1CCN(c2ccccc2)CC1,-0.1,4.8,-1.2,-18.6,3.8,-13.5,-5.0,11.8,7.5,-3.4,1.4
O=C(CCc1ccccc1)Nc1cc2c(cc1Cl)OCCO2,-20.1,-139.4,-1.2,-54.9,-1.3,-98.4,-71.0,-85.7,-2.2,-24.4,0.5
COc1ccc(F)cc1C(=O)C1CCCN(Cc2cccn2-c2cccnc2)C1 (stereo not given),-5.8,-4.5,15.9,-4.2,-17.4,-31.1,8.0,8.2,10.6,-10.6,4.1
O=C(Nc1cccc(F)c1)N(Cc1ccc(Cl)cc1)CC(O)C(F)(F)F (stereo not given),-2.1,-10.1,4.8,11.0,-0.7,27.0,4.3,-25.0,-11.3,-5.9,6.8
NC(=O)C(=O)N/N=C/c1c2ccccc2cc2ccccc12,-3.4,28.8,-0.9,-8.7,-2.6,-48.7,10.3,-16.1,3.9,-13.6,1.8
CC1(C(=O)NCc2cc(F)cc(C(F)(F)F)c2)C=CC2(CCCCC2)N1C(=O)c1ccccc1 (stereo not given),-3.6,19.3,4.9,-1.6,-6.0,-1.7,12.7,-25.7,1.4,-10.3,3.5
Cc1cc(C)nc(/N=C(\NC(=O)C(C)(C)C)Nc2ccccc2)n1,-5.1,13.2,2.3,-2.9,-3.2,-10.5,12.5,-0.5,-3.2,5.1,-2.8
COc1ccccc1C(=O)NCCC(=O)Nc1cccc(S(=O)(=O)N2CCCC2)c1,-4.4,-13.0,4.3,15.7,4.3,10.1,-6.9,-4.8,4.9,6.9,-0.1
COc1cccc(C2[C@H](C)C3(CCN2C)OCCO3)c1 (stereo not given in full),2.0,7.4,-1.9,6.4,-0.9,-3.8,16.8,4.1,1.6,2.5,0.3
Cc1ccc(C)n1-c1ccc(C(=O)NN)cc1,-10.7,-20.1,6.4,14.3,7.1,-4.9,9.2,-9.6,1.6,2.1,2.4
Cc1cc(CN(C)C(=O)c2cc(COc3ccc(C)c(C)c3)on2)n[nH]1,-0.3,-29.8,-2.6,-9.3,14.6,-33.6,-7.6,-7.5,12.4,-12.3,-1.6
O=C(NNC(=S)Nc1ccc(Cl)cc1)c1ccccc1,-11.2,-48.1,-2.0,-20.9,4.2,-64.2,-46.4,-36.1,4.2,-14.1,-0.5
COc1ccc(NC(=O)C(OC(=O)c2ccc([N+](=O)[O-])o2)c2ccccc2)cc1Cl (stereo not given),-2.6,-9.3,19.5,-6.1,-7.7,-1.7,-0.9,-23.4,0.8,0.9,-0.3
c1ccc(NCc2nnc3n2CCCCC3)cc1,5.7,15.0,6.2,-7.5,-1.6,-7.5,9.4,-7.2,4.5,-1.5,0.9
COc1ccc(NC(=O)N2CCC(n3nnc4cc(C)ccc43)CC2)cc1,-3.2,-4.5,9.2,-8.2,5.3,8.4,8.6,-7.8,2.9,-10.7,-1.1
O=C(CCN1C(=O)/C(=C/c2ccccc2Cl)SC1=S)NNC(=O)c1cccnc1,-7.7,-4.0,2.1,13.0,-8.1,14.4,21.9,4.0,-3.2,-2.3,1.9
Cc1cnc(-c2nc3ccccc3n2C(C)C(=O)Nc2c(C)cccc2C)cn1 (stereo not given),-15.5,25.3,.,-17.6,.,-21.5,.,.,-1.8,.,.
CC(=O)N1CC(C)Oc2ccc(S(=O)(=O)NC(CC(=O)O)c3ccccc3C)cc21 (stereo not given),-11.5,-1.3,-3.8,-6.2,3.7,-7.4,2.2,6.7,-6.7,-8.4,-0.4
CC(=O)N1CCCc2cc(S(=O)(=O)Nc3cccc(C)c3C)ccc21,-4.9,11.4,6.8,5.4,-7.3,1.0,17.9,11.4,1.5,-12.2,2.3

# Whole records, looked up by structure. Order of values: NOD2-RIPK2 inh	LRH-1 inv ag	MC4R antag cAMP	NR2F2 inh	TLR9-MyD88 inh	SRC2 inh	SRC3 inh	NCOA1 inh	ABHD5 PLIN5 PPI	LMP1 NFkB inh	MC4R ag barr
# c1ccc(NCc2nnc3n2CCCCC3)cc1 is listed with 5.7	15.0	6.2	-7.5	-1.6	-7.5	9.4	-7.2	4.5	-1.5	0.9
# COc1ccc(NC(=O)N2CCC(n3nnc4cc(C)ccc43)CC2)cc1 is listed with -3.2	-4.5	9.2	-8.2	5.3	8.4	8.6	-7.8	2.9	-10.7	-1.1

# Continued.
SMILES,NOD2-RIPK2 inh,LRH-1 inv ag,MC4R antag cAMP,NR2F2 inh,TLR9-MyD88 inh,SRC2 inh,SRC3 inh,NCOA1 inh,ABHD5 PLIN5 PPI,LMP1 NFkB inh,MC4R ag barr
COC(=O)C1CCN(C(=O)C(C)Oc2ccc(Cl)cc2Cl)CC1 (stereo not given),3.1,-1.0,9.3,.,-3.2,.,14.9,-5.1,3.1,-6.5,-2.5
CCC(C)c1ccc(O)c(NC(=S)NC(=O)c2cccs2)c1 (stereo not given),5.9,-86.0,-5.2,-0.3,9.3,-41.7,-57.9,-68.8,-14.8,-20.2,4.4
Cc1cc(C)nc(SCc2ccc(C(=O)NN=C3CCCC3)cc2)n1,-10.4,-9.9,13.6,11.3,1.3,-4.6,17.5,-3.7,-3.7,5.3,-1.4
CC(=O)NCCC(=O)N1CCc2c([nH]c3ccccc23)C1c1cccc(C)c1 (stereo not given),4.6,-8.2,6.8,-33.2,-3.9,-35.5,-10.9,-24.6,6.9,-10.4,-0.3
COc1ccc(-c2coc3cc(OC)cc(O)c3c2=O)cc1,-7.3,-100.8,-5.2,-43.2,-1.9,-86.0,-100.5,-125.0,6.3,-53.2,6.7
Cc1ccc(N2CC(C(=O)Nc3cccnc3)CC2=O)cc1C (stereo not given),1.3,4.7,5.5,-19.2,-4.4,8.0,-12.3,6.2,9.5,-4.2,-1.0
Cn1c(SCc2ccccc2C#N)nnc1-c1ccncc1,6.0,8.6,3.4,-5.0,3.5,-27.3,2.3,-5.5,-5.0,4.1,-0.4
COC(=O)C(Cc1ccccc1)NC(=O)CSc1nc(C)cc(=O)[nH]1 (stereo not given),9.2,18.4,2.9,-17.2,11.2,17.5,-10.5,-9.8,0.7,-7.7,-0.6
O=C1C=CC(=O)N1Cc1cccnc1,-0.2,12.7,-1.4,-8.3,-3.8,-2.2,1.2,-2.5,9.2,-0.2,-1.9
Cc1ccc(C2=NS(=O)(=O)N(C)C(C(=O)NC3CCCC3)=C2)cc1,7.0,-16.2,18.6,14.9,7.3,4.3,-2.4,-5.2,2.6,1.4,0.8
O=c1cnn(-c2ccccc2)c(-c2ccccc2)c1,3.9,-35.9,1.9,-23.5,8.7,-27.9,-16.1,-33.8,-2.8,1.7,-2.4
CC(C)(C)OC(=O)C[C@@H]1C/C=C\C[C@H](CC(=O)N[C@H](CO)Cc2ccccc2)C(=O)N2CCC[C@H]2COC1=O,-0.6,-24.0,5.3,-0.4,-1.7,-4.2,-34.7,-10.1,-0.8,5.6,-1.1
CCC1=C(OC(=O)c2ccccc2)C(C)(C)C(c2ccccc2)OC1=O (stereo not given),0.2,6.9,10.9,-7.6,1.0,-6.1,-13.1,-5.6,0.3,2.7,2.5
O=C(Nc1cccc([N+](=O)[O-])c1)Nn1cnnc1,-3.7,-5.3,-1.1,7.9,-5.0,-1.3,9.8,16.6,-3.0,-0.1,-3.9
C/C(=N\NC(=O)c1ccco1)c1ccc(NC(=O)C(F)(F)F)cc1,0.7,-144.2,-2.4,-38.4,-1.3,-65.6,-78.1,-89.2,-6.3,-10.5,-3.7
Cc1ccc(C(=O)COC(=O)CNC(=O)C(c2ccccc2)c2ccccc2)cc1[N+](=O)[O-],-2.4,6.3,8.1,15.2,2.0,-7.7,-1.5,-55.3,-4.6,-11.4,-1.5
Cc1csc(NC(=O)CN2C(=O)C3CC=CCC3C2=O)n1 (stereo not given),-0.9,-4.0,6.7,7.8,13.3,3.0,6.4,-10.6,1.8,-3.7,-1.4
CCCCN1C[C@H](C)[C@@H](CC(=O)Nc2ccc(OC)cc2)C1=O,12.9,18.4,1.5,-3.7,5.5,-2.3,18.1,-0.3,-5.2,1.8,-1.6
COc1ccc(-n2c(C)cc(C(=O)Cn3nc(C(=O)O)c4ccccc4c3=O)c2C)cc1,-3.5,-20.0,3.2,3.1,1.2,-14.0,11.6,-3.5,7.0,-4.7,6.7
COc1ccc(-c2nnc(SCC(=O)NC3CCCCC3)o2)cc1,-7.6,-6.1,-0.5,-1.6,-1.6,11.1,1.5,-0.2,0.5,3.1,0.7
COc1cccc(-n2nnnc2SCC(=O)c2ccc(NC(C)=O)cc2)c1,8.6,-0.1,0.0,19.6,0.8,-37.4,6.3,8.6,4.3,-5.5,0.4
